# GPR35 arrestin U2OS: inhibition of zaprinast-stimulated GPR35 beta-arrestin translocation – imaging, U2OS, beta-arrestin-GFP, zaprinast agonist, primary screen (AID 2058). U2OS GPR35 beta-arrestin-GFP translocation imaging, zaprinast antagonism; higher % means a stronger effect. inhibition, % at 10 µM, or IC50 in µM where a hit was titrated. actives 0.052% (n = 290,000);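 active means inhibition of at least 50% with at least 30 cells and total cytoplasm GFP at most 10,000,000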
# GPR55 beta-arrestin: selective activators of receptor GPR55 – imaging, U2OS cells, beta-arrestin-GFP redistribution, primary screen (AID 1961); actives 0.048% (n = 290,000); activation, % at 10 µM, or EC50 in µM where a hit was titrated; U2OS GPR55 beta-arrestin-GFP redistribution imaging; higher % means a stronger effect;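 active means activation above 40% with more than 50 cells counted in the well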;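 further: U2OS osteosarcoma cells stably expressing GPR55 and beta-arrestin-GFP; plate controls were DMSO negative control for no effect and LPI positive control for full effect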
# KOR beta-arrestin-1: kappa opioid receptor activators – cell-based, luminescence, uHTS, primary screen (AID 1777); KOR beta-arrestin recruitment, luminescence; higher % means a stronger effect; activation, % at 10 µM, or EC50 in µM where a hit was titrated; actives 0.02% (n = 280,000); in the data active means activation above about 50%, passing the limit was not always enough; further: a part of the inactive calls stands beside numbers as strong as those of hits
# GPR55 LPI antagonism: inhibition of LPI-stimulated GPR55 beta-arrestin translocation – imaging, U2OS, beta-arrestin-GFP, LPI agonist, primary screen (AID 2013); actives 0.13% (n = 290,000); U2OS GPR55 beta-arrestin-GFP translocation imaging, LPI antagonism; higher % means a stronger effect; inhibition, % at 10 µM, or IC50 in µM where a hit was titrated;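 active means spots per cell inhibited over 60%, with over 100 cells counted and total cytoplasm intensity under 500,000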;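 further: U2OS cells stably carrying GPR55 and arrestin-GFP stimulated by 5 µM LPI near EC80; imaged beta-arrestin-GFP aggregate spots per cell after agonist stimulation; plate controls were LPI-stimulated DMSO wells for no effect and DMSO wells without LPI for full effect; some results filed as inactive read as strong as hits; confirmed hits need IC50 under 10 µM and bright autofluorescent wells are also inconclusive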
# NS5 inhibitors: flavivirus cap methylation enzyme inhibition – biochemical, confirmation dose response, primary screen (AID 588689); Dengue-2 NS5 methyltransferase capping enzyme assay, biochemical; higher % means a stronger effect; one-dose inhibition, % at 25 µM; IC50 in µM for titrated hits; actives 0.3% (n = 340,000); in the data active means a potency from the dose series
# NOD1 NF-kB reporter: NOD1 signaling inhibitors, primary screen, cell-based, luminescence, uHTS (AID 1578); NOD1-driven NF-kB luciferase reporter cells, luminescence; higher % means a stronger effect; one-dose inhibition, % at 4 µM; EC50 in µM for titrated hits; actives 1% (n = 290,000); in the data active means inhibition mostly above about 36%, no sharp cut-off; inactive means mostly below about 34%;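 further: HEK-293T reporter cells stimulated with the NOD1 agonist gamma-tri-DAP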
# West Nile antiviral: West Nile virus antiviral activity, cell-based, CPE readout (AID 1621); West Nile virus-infected cells, CPE inhibition; higher % means a stronger effect; one-dose CPE inhibition, % at 10 µM; IC50 in µM for titrated hits; actives 0.02% (n = 290,000); in the data active means a potency from the dose series; further: strong numbers were not always called active
# HIV fusion peptide: cell-free HIV fusion peptide-binding blockers – biochemical, uHTS, fluorescence dequenching, primary screen (AID 1986); cell-free peptide binding, fluorescence dequenching, 30 min; higher % means a stronger effect; one-dose inhibition, % at 20 µM; IC50 in µM for titrated hits; actives 0.3% (n = 290,000); in the data active means inhibition mostly above about 52%, no sharp cut-off; inactive means mostly below about 76%; further: some results filed as inactive read as strong as hits
# KOR beta-arrestin-2: KOR antagonists, beta-arrestin recruitment, cell-based, luminescence, uHTS (AID 1778); KOR beta-arrestin recruitment, luminescence, antagonist mode; higher % means a stronger effect; inhibition, % at 10 µM, or IC50 in µM where a hit was titrated; actives 0.091% (n = 290,000); in the data active means inhibition above about 50%; further: strong numbers were not always called active
# NS5 inhibitors pilot replicate: recorded beside NS5 inhibitors, whose call it bears; inhibition, %; measured here: pilot screen replicate inhibition
# The depositor's hits bear a star; x = no result given; [ ] = dose if it differs, or a comment. The list is partial. The share of hits here may be higher or lower than overall.
SMILES,GPR35 arrestin U2OS,GPR55 beta-arrestin,KOR beta-arrestin-1,GPR55 LPI antagonism,NS5 inhibitors,NOD1 NF-kB reporter,West Nile antiviral,HIV fusion peptide,KOR beta-arrestin-2,others
CCCOc1ccc(Cn2ccnc2)cc1[N+](=O)[O-],7%,0.2%,-2.1%,9%,-4%,0%,-0.9%,-0.3%,24%,
Cc1ccc(-c2nc(N3CCN(C)CC3)c3ccccc3n2)cc1,-5%,-0.3%,2.1%,-9%,-12%,-10%,1.1%,1.1%,-63%[20 µM],
CC(C)(CNc1ccc([N+](=O)[O-])cc1Cl)CNS(C)(=O)=O,-8%,-0.1%,6.1%,-3%,0%,9%,-1.1%,15%,-13%,
O=C(CSc1nnnn1Cc1ccccc1)c1ccccc1,9%,-0.2%,4.1%,5%,-1%,-24%,0.3%,0.7%,5%,
CC(NC(=O)c1ccc(OC2CCN(S(=O)(=O)N(C)C)CC2)cc1)C1CC1 (centres undefined),2%,0.1%,0.2%,18%,-4%,-34%,-0.3%,2.0%,8%,
Nc1nc(C(=O)N2CCOCC2)nn1S(=O)(=O)c1ccc(Cl)cc1,1%,-0.1%,1.1%,0%,-5%,x,-0.4%,2.4%,-14%,
COc1ccccc1C1CC(c2ccc(Cl)cc2)Nc2ncnn21 (centres undefined),7%,0.4%,0.1%,-4%,-3%,x,-0.4%,-0.6%,-20%,
Nc1nc(Cl)cc(Sc2ccc(F)cc2)n1,-1%,0.5%,-4.2%,11%,-10%,0%,0.2%,1.5%,-4%,
CC1=CC(C2CC(=O)N(c3ccc(C)cc3)C2=O)CC2C(=O)N(c3ccc(C)cc3)C(=O)C12 (centres undefined),7%,0.0%,0.7%,-2%,-3%,-18%,-1.0%,0.6%,-30%[20 µM],
Cc1nn(-c2ccccc2)c2nc(N)c(C#N)c(-c3ccc(O)c(O)c3)c12,5%,-0.1%,2.1%,-2%,2%,10%,-0.7%,8.0%,0%,

# Pulled by structure from the entries so far (two):
SMILES,GPR35 arrestin U2OS,GPR55 beta-arrestin,KOR beta-arrestin-1,GPR55 LPI antagonism,NS5 inhibitors,NOD1 NF-kB reporter,West Nile antiviral,HIV fusion peptide,KOR beta-arrestin-2,others
Cc1ccc(-c2nc(N3CCN(C)CC3)c3ccccc3n2)cc1,-5%,-0.3%,2.1%,-9%,-12%,-10%,1.1%,1.1%,-63%[20 µM],
COc1ccccc1C1CC(c2ccc(Cl)cc2)Nc2ncnn21 (centres undefined),7%,0.4%,0.1%,-4%,-3%,x,-0.4%,-0.6%,-20%,

# Continuation:
SMILES,GPR35 arrestin U2OS,GPR55 beta-arrestin,KOR beta-arrestin-1,GPR55 LPI antagonism,NS5 inhibitors,NOD1 NF-kB reporter,West Nile antiviral,HIV fusion peptide,KOR beta-arrestin-2,others
O=S(=O)(Cc1ccccc1)N1CCCc2ccccc21,19%,0.0%,4.4%,6%,-5%,-20%,-0.6%,0.8%,-20%,
COc1ccc(OC)c(N(CC(=O)NCCSC2CCCCC2)S(=O)(=O)c2ccccc2)c1,5%,0.3%,-1.9%,12%,-3%,-6%,-0.5%,-0.4%,12%,
O=C(NCc1ccccc1)c1cccc(COc2ccccc2Cl)c1,-9%,-0.1%,0.9%,17%,0%,x,x,-3.4%,2%,
O=C(c1ccc(NS(=O)(=O)c2ccc3c(c2)OCCO3)cc1)N1CCCCC1,16%,0.4%,0.5%,-3%,-7%,5%,-1.0%,-1.3%,15%,
CCCC(=O)Nc1ccc(S(=O)(=O)Nc2cc(C)nc(C)n2)cc1,-7%,-0.2%,-1.3%,2%,-3%,14%,0.1%,1.2%,33%,
COc1ccc(Cn2c(C)nnc2-c2cnn(C)c2N)cc1OC,-6%,-0.3%,-6.3%,-3%,6%,-8%,0.3%,-1.7%,15%,
COCCNC(=O)c1cn(C)c2ccc(S(=O)(=O)N3CCCC3)cc2c1=O,6%,-0.2%,-2.2%,7%,1%,-31%,0.9%,-0.2%,-25%,
C=CCNC(=S)NC(CC(=O)OC)c1ccc2c(c1)OCO2 (centres undefined),31%,0.6%,-1.5%,13%,-5%,-43%,0.0%,-2.0%,10%,
Cc1ccc(S(=O)(=O)Nc2nc3ccc(N)cc3s2)cc1,8%,-0.2%,-3.8%,-8%,-2%,-23%,0.0%,7.9%,4%,
CC(=O)COC(=O)CCc1nc2ccccc2[nH]c1=O,4%,-0.1%,0.8%,-6%,-1%,23%,-0.3%,-1.2%,5%,

# Nine structures already listed, sorted by number of heavy atoms, smallest number first.
SMILES,GPR35 arrestin U2OS,GPR55 beta-arrestin,KOR beta-arrestin-1,GPR55 LPI antagonism,NS5 inhibitors,NOD1 NF-kB reporter,West Nile antiviral,HIV fusion peptide,KOR beta-arrestin-2,others
Nc1nc(Cl)cc(Sc2ccc(F)cc2)n1,-1%,0.5%,-4.2%,11%,-10%,0%,0.2%,1.5%,-4%,
O=S(=O)(Cc1ccccc1)N1CCCc2ccccc21,19%,0.0%,4.4%,6%,-5%,-20%,-0.6%,0.8%,-20%,
Cc1ccc(S(=O)(=O)Nc2nc3ccc(N)cc3s2)cc1,8%,-0.2%,-3.8%,-8%,-2%,-23%,0.0%,7.9%,4%,
C=CCNC(=S)NC(CC(=O)OC)c1ccc2c(c1)OCO2 (centres undefined),31%,0.6%,-1.5%,13%,-5%,-43%,0.0%,-2.0%,10%,
CCCC(=O)Nc1ccc(S(=O)(=O)Nc2cc(C)nc(C)n2)cc1,-7%,-0.2%,-1.3%,2%,-3%,14%,0.1%,1.2%,33%,
O=C(NCc1ccccc1)c1cccc(COc2ccccc2Cl)c1,-9%,-0.1%,0.9%,17%,0%,x,x,-3.4%,2%,
COCCNC(=O)c1cn(C)c2ccc(S(=O)(=O)N3CCCC3)cc2c1=O,6%,-0.2%,-2.2%,7%,1%,-31%,0.9%,-0.2%,-25%,
O=C(c1ccc(NS(=O)(=O)c2ccc3c(c2)OCCO3)cc1)N1CCCCC1,16%,0.4%,0.5%,-3%,-7%,5%,-1.0%,-1.3%,15%,
COc1ccc(OC)c(N(CC(=O)NCCSC2CCCCC2)S(=O)(=O)c2ccccc2)c1,5%,0.3%,-1.9%,12%,-3%,-6%,-0.5%,-0.4%,12%,

# (list continues)
SMILES,GPR35 arrestin U2OS,GPR55 beta-arrestin,KOR beta-arrestin-1,GPR55 LPI antagonism,NS5 inhibitors,NOD1 NF-kB reporter,West Nile antiviral,HIV fusion peptide,KOR beta-arrestin-2,others
CCn1c(C)nc2cc(C(=O)NNC(=S)Nc3ccc(Cl)cc3Cl)ccc21,-1%,0.5%,4.9%,-6%,-1%,-14%,-0.7%,0.1%,-14%,
COc1cc2c(cc1OC)C(c1cccs1)CC(=O)N2 (centres undefined),4%,-0.2%,1.8%,-1%,-3%,-27%,0.4%,-0.3%,4%,
Oc1ccc(Br)cc1-c1cc(-c2ccccc2)n[nH]1,-1%,0.4%,-5.5%,4%,0%,-13%,0.3%,-0.5%,0%,
O=C1CN(C(=O)c2ccccc2C(=O)O)c2ccccc2N1,9%,-0.4%,-2.4%,1%,-5%,-16%,-1.1%,-0.3%,-39%[20 µM],NS5 inhibitors pilot replicate=-0.9
COc1ccc(/C=C2\SC(=O)N(CCNC(=O)C3CC4C=CC3C4)C2=O)cc1 (centres undefined),5%,-0.3%,-2.7%,8%,4%,-62%,-1.0%,1.9%,-11%,
Cc1ccccc1NC1=NC2(CCCC2)N=C(N)N1,15%,0.8%,0.2%,-8%,0%,-17%,0.4%,-1.8%,0%,
CCC(=O)c1ccccc1OCC(=O)Nc1c(C)cccc1C,6%,-0.2%,-3.0%,10%,-4%,-39%,-1.3%,-0.3%,4%,
O=C(CSc1nc(-c2ccco2)cc(C(F)(F)F)n1)Nc1ccc2c(c1)OCO2,1%,0.2%,4.4%,0%,-5%,-5%,-0.6%,-0.7%,2%,
O=C(Cn1cc(C(F)(F)F)cc(Cl)c1=O)Nc1cc(Cl)cc(Cl)c1,9%,0.1%,0.0%,1%,-1%,-35%,-1.2%,0.2%,11%,
COCCN1C(=O)N[C@@H](c2ccccc2)C(C(C)=O)=C1C,-15%,0.7%,-1.1%,-5%,x,-8%,-0.2%,-0.5%,-18%,
CC(C)(C)c1ccc(OCC(O)CN2CCN(C(=O)c3ccccc3)CC2)cc1 (centres undefined),1%,0.6%,4.0%,-6%,x,-20%,-1.6%,0.0%,-12%,
Cn1c(Cn2nnc3ccccc32)nnc1SCC(=O)c1ccc(F)cc1,11%,-0.1%,-1.7%,8%,5%,7%,0.5%,1.2%,5%,
Cc1ccc(Cl)cc1NC(=O)COC(=O)CC(C)(C)C,14%,-0.2%,1.5%,8%,-4%,-3%,-0.6%,-0.7%,-37%,
NNC(=O)c1cc(-c2ccco2)[nH]n1,0%,-0.1%,-4.9%,-6%,-1%,-27%,-0.8%,-2.9%,-8%,
CCCCCOc1ccc(C(=O)NCCC(=O)NCCCC(=O)OCC)cc1,-6%,-0.3%,-0.9%,-7%,1%,2%,-0.1%,-1.0%,-2%,
CCc1nc(NCc2ccccn2)c2oc3ccccc3c2n1,-3%,0.5%,0.2%,-6%,-10%,26%,-0.5%,1.5%,24%,
COC(=O)CSc1ccc2nnc(CCNS(=O)(=O)c3ccccc3)n2n1,-17%,0.5%,2.2%,4%,-2%,-18%,-0.3%,-1.0%,0%,
O=C(Cn1ccc2ccccc2c1=O)NCCC(=O)Nc1cccnc1,-16%,-0.1%,0.7%,8%,-4%,-21%,0.0%,-2.5%,-36%,
CCCn1nnc(NC(=O)c2ccccc2Br)n1,-5%,-0.1%,3.6%,-4%,-5%,-12%,-0.6%,1.5%,-35%,
OCC1(O)OC[C@@H](O)[C@H]1O (some centres undefined),5%,0.0%,11%,-4%,-1%,7%,-0.4%,0.5%,30%,
COc1ccc(Cl)cc1C(=O)CSc1nnnn1C,9%,-0.1%,x,13%,-7%,-15%,0.0%,-0.8%,9%[20 µM],
O=S(=O)(NCCN1CCCC1)c1ccc(Cl)cc1,-4%,0.0%,-0.6%,-3%,-2%,-9%,-0.4%,0.2%,7%,
O=C(OC(C(=O)NCc1ccc2c(c1)OCO2)c1ccc(Cl)cc1)c1ccco1 (centres undefined),9%,-0.3%,3.4%,1%,-7%,-25%,1.1%,3.9%,-19%,
CCCC(=O)NCCc1nc2ccccc2n1CCC,-13%,-0.1%,-2.7%,14%,1%,-14%,-0.1%,-1.1%,5%,
